LDHA block: blocks human lactate dehydrogenase A. purified LDHA, NADH/diaphorase-resazurin fluorescence; stronger effect = lower value. P00338. AID 1347041. activity change, % (values are at about 110 or 230 µM). actives 0.15% (n = 480,000); in the data active = activity change below about -30%; inconclusive = mostly about -25% to -30%;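 note: plate controls were DMSO wells for no effect and wells without enzyme for full effect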
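Human LDH5 (2 nM) was incubated with 0.06 mM NADH and 0.2 mM pyruvate for 5 min at room temperature in Tris pH 7.4. Remaining NADH was coupled through diaphorase/resazurin, and resorufin fluorescence was read at 0 and 20 min.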
D1 antag: blocks dopamine activation of the human D1 receptor; P21728; HEK293 TREx D1 cells, calcium flux, dopamine EC80; stronger effect = lower value; activity change, negative = inhibition, % at 10 µM; actives 3.2% (n = 360,000); in the data active = activity change below about -30%; note: % is set by controls: 0 for no effect and ±100 for the full control effect
Target sequence (P21728 whole entry, looked up): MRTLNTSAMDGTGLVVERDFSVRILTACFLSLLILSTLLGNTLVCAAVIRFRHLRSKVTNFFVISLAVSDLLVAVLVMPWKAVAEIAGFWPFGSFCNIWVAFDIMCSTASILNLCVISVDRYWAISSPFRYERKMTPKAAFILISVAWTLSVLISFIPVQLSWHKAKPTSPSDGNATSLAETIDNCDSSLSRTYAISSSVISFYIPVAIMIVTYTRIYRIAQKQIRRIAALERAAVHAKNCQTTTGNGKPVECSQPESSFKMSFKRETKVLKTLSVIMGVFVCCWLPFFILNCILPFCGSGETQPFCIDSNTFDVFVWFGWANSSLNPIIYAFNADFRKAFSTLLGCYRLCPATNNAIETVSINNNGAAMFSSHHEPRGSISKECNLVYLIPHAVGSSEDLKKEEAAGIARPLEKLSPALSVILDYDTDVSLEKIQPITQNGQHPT
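HEK293 T-REx cells expressing inducible, force-coupled D1 receptor; no-wash Ca dye, 30–90 min RT. Cmpd → 180 s read at 1 Hz → EC80 DA → 180 s read.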
GRP78 ERSR act: ER stress response induction in glioma | U87-MG GRP78 promoter luciferase reporter, 16 h | Potency, µM, for inactives: at the top dose activation, usual class: activators | actives 0.02% (n = 420,000) | AID 602332; note: potency is the fitted concentration of half-maximal effect; series mostly up to about 76 µM; % of control where 0% means no effect; nearly all actives have a fitted effect of over 35% in size
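Stably transfected U87-MG glioma cells carrying a GRP78-based luciferase sensor; 16 h compound incubation. Luminescence end-point read 10 min after Bright-Glo addition at room temperature.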
Vif-A3G inh: inhibitors of Vif-APOBEC3G interaction. Q9HC16. HeLa A3G-eYFP + Vif (tagged APOBEC3G with the HIV-1 protein that degrades it), YFP fluorescence, overnight. Potency, µM (titrated, usually from 46.1 µM), for the others: at the highest dose activity, negative = active, hits mostly inhibitors. actives 0.076% (n = 410,000). AID 602310;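 note: potency is the fitted concentration of half-maximal effect; % is set by controls: 0 for no effect and ±100 for the full control effect; nearly all actives have a fitted effect of over 60% in size; hits raise eYFP signal because A3G escapes Vif-driven loss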
Target sequence (Q9HC16 whole entry, looked up): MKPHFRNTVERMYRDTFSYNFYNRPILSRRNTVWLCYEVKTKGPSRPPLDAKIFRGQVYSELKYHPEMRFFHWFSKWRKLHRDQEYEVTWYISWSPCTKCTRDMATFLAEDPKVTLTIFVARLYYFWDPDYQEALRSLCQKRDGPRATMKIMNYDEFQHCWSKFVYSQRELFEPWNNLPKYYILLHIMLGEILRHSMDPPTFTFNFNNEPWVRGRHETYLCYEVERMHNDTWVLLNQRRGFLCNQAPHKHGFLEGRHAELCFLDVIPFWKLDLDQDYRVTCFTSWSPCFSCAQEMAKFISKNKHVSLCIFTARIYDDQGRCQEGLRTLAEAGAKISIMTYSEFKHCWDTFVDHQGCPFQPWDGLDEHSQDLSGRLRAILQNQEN
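HeLa cells stably expressing Vif and C-terminally eYFP-tagged A3G, seeded overnight at 37 deg C, then exposed to compound by pintool overnight at 37 deg C. Rise in yellow fluorescence (Ex 488/Em 500-530, Acumen) marks blocked Vif-driven A3G degradation.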
Vif-A3F inh: blocks the Vif interaction with APOBEC3F. HeLa A3F-eYFP + Vif (tagged APOBEC3F with the HIV-1 protein that degrades it), YFP fluorescence increase. Potency, µM (top dose mostly 46.1 µM), for inactives: at the top dose activity, negative = active. actives 0.2% (n = 390,000); note: potency is the fitted concentration of half-maximal effect; % of control where 0% means no effect; nearly all actives have a fitted effect of over 65% in size
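HeLa cells stably expressing A3F-eYFP plus Vif, plated and incubated overnight at 37 deg C, then exposed to compounds overnight at 37 deg C. Blocked degradation read as raised yellow fluorescence (Ex 488/Em 500-530).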
RXFP1 agonist: agonists of human relaxin receptor RXFP1 | Q9HBX9 | HEK293T-RXFP1 cAMP TR-FRET, 30 min; response scale: percent of porcine relaxin response, buffer zero | Potency, µM (titrated, usually from 57.5 µM), for the others: top-dose activation, most hits filed as activators | actives 0.3% (n = 370,000); note: potency is the fitted concentration of half-maximal effect; % is set by controls: 0 for no effect and ±100 for the full control effect; nearly all actives have a fitted effect of over 60% in size; many of its hits are not listed in these tables
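HEK293T cells stably expressing RXFP1 were pretreated with the PDE4 inhibitor Ro 20174, exposed to compounds for 30 min at 37C, lysed, and cAMP was read by TR-FRET. Data normalized to buffer (basal) and 29 nM porcine relaxin (100%).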
D1 ag: activates the human D1 dopamine receptor; P21728; HEK293 T-REx D1 cells, calcium flux, agonist mode; activation, % at 2 µM; actives 1% (n = 360,000); in the data active = activation above about 30%; note: 0% is about no effect
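Agonism was scored from calcium flux recorded over 180 s (1 read/s) after pintool compound addition, following a 10-cycle baseline. Cells were inducible force-coupled HEK293 TREx D1, plated overnight at 30 C and loaded with no-wash calcium dye.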
D2 potentiator: D2 dopamine receptor (human) potentiation. HEK293 T-REx D2, calcium flux, EC20 dopamine potentiation. potentiation, % at 10 µM. actives 0.34% (n = 340,000). AID 485347;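 active = potentiation over 3 SD above the plate norm, cut at about 30% in these data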; note: 0% is about no effect
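Potentiation of an EC20 dopamine calcium response is measured in a force-coupled, tetracycline-inducible Hek293 Trex D2 line. Compound-only kinetic reads over 180 s flag agonists before dopamine addition.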
D1 PAM: enhances dopamine response at the human D1 receptor | P21728 | HEK293 TREx D1 cells, calcium flux, dopamine EC20 potentiation | potentiation, % at 10 µM | actives 0.036% (n = 360,000); in the data active = potentiation above about 30%; note: 0% is about no effect
* marks the source's active call; other numbers are inactive results; ? = inconclusive; . = no result given; & = joins results of further samples; [ ] = another dose, or the depositor's remark. Unless noted, calls come from the whole dose curve; as a rule, active = well fitted curve in the direction sought with a large enough effect; inconclusive = small, poorly fitted or top-dose-only effect, or another doubt; inactive = no such curve, though single readings can be large; an effect the other way counts as inactive or inconclusive. These rows are one share of the data; the hit share may differ from the screen's.

compound	LDHA block	D1 antag	GRP78 ERSR act	Vif-A3G inh	Vif-A3F inh	RXFP1 agonist	D1 ag	D2 potentiator	D1 PAM
O=C(O)CCC(=O)NC(c1ccccc1)c1ccccc1	-2.5	-1.2	0.3%	-2.5%	-0.6%	0.3%	2.6	2.0	6.0
CC(C)CCCN1C(N(C)C)=NC[C@@H]1C	-8.8	-0.4	-3.4%	-4.0%	1.4%	-0.8%	3.6	11.7	4.5
CCCCNC(=O)CNC(=S)N(CCCN1CCOCC1)Cc1cccs1	0.2	5.1	-1.7%	0.0%	-7.7%	6.3%	3.6	8.8	-0.7
Nc1n[nH]c(N)c1N=Nc1ccccc1F	-1.1	-34.9*	7.8%	-1.0%	9.8%	-0.1%	0.3	-2.5	0.8
CC(=O)Nc1ccc(Nc2nc3ccccc3nc2NS(=O)(=O)c2ccccc2)cc1	-3.4	-10.6	-2.0%	-27.2%	-13.0%	3.9%	1.4	-7.8	-1.4
Nc1c(Cl)ncnc1N/N=C/c1ccc(O)cc1	-1.5	-6.8	3.9%	-14.0%	-1.7%	-45.6%[inhibitor]	0.0	-19.8	-0.8
Nc1scc2c(C(=O)N/N=C/c3ccc(Cl)cc3)nn(-c3ccccc3)c(=O)c12	45.2	-6.0	-6.4%	-1.2%	-3.4%	0.7%	3.9	-1.8	-5.0
CC(NCc1ccc2c(c1)n(C)c(=O)n2C)c1ccccc1 (centres undefined)	-4.5	9.6	-0.2%	-6.7%	2.4%	-0.2%	0.6	16.7	8.8
COCOCCn1cc(CN2CCS(=O)(=O)N(Cc3ccc(-c4ccc(OC)cc4)cc3)C(C(C)C)C2=O)nn1 (centres undefined)	-7.2	.	0.4%	1.0%	-0.7%	.	.	.	.
O=C(/C=C/c1cccc([N+](=O)[O-])c1)NC(=S)Nc1cccc(NC(=O)c2ccccc2Cl)c1	-5.0	1.8	-5.4%	-6.9%	?	6.0%	1.5	-4.1	-3.5
COCCNC(=O)CSc1nc(-c2cc(OC)c(OC)c(OC)c2)[nH]c1-c1ccc(Cl)cc1	5.1	-5.6	2.9%	-5.4%	-14.0%	-3.7%	0.7	-23.8	-5.5
Cc1cccc(NC(=O)CN2CCOCC2)c1C	-9.3	-5.0	-3.0%	1.0%	-4.9%	-0.6%	3.9	-10.2	1.5
Cc1ccc(S(=O)(=O)n2c(CN3CCCC(C)C3)nc3ccccc32)cc1 (centres undefined)	-4.3	-0.1	-1.1%	-1.6%	-3.8%	9.0%	4.3	14.7	10.8
CC(=O)Nc1ccc(N=c2cc([N+](=O)[O-])cc(Cl)n2O)cc1	12.4	-5.6	-3.8%	?	11.9%	2.2%	0.2	12.9	-1.8
NS(=O)(=O)c1ccc(CCNC(=O)CCCn2c(SCC(=O)N3CCCC3)nc3ccsc3c2=O)cc1	-7.4	24.7	-2.3%	-1.2%	?	?	6.2	-1.5	-2.8
CCN(CC(=O)Nc1ccc(OC)cc1)C(=O)c1ccc2c(=O)n3c(nc2c1)CCC3	-4.8	17.2	-1.2%	2.3%	-1.3%	0.9%	2.3	2.2	.
COc1cccc(CNC(=O)Nc2cc(C(=O)NCc3cccc(F)c3)ccc2N2CCCC2)c1	-1.6	2.9	-2.9%	-1.3%	3.1%	-1.8%	1.4	-9.9	1.6
O=C1c2ccccc2NC(c2ccccc2Cl)N1N=C1CCCCCC1 (centres undefined)	1.7	-1.2	4.2%	-3.4%	4.2%	-0.4%	0.3	.	0.5
COc1cc2c(cc1OC)C(C(=O)N1CCOCC1)C(c1cccs1)N(C)C2=O (centres undefined)	-14.6	1.0	-1.4%	1.9%	7.4%	0.7%	0.9	-4.1	5.3
O=C(Nc1ccc(Cl)cc1)C1CCCN(C2=NS(=O)(=O)c3ccccc32)C1 (centres undefined)	-6.0	15.6	0.1%	-1.3%	-3.1%	-0.2%	1.5	-6.6	-1.6

Continued (two carried over from the part before).
compound	LDHA block	D1 antag	GRP78 ERSR act	Vif-A3G inh	Vif-A3F inh	RXFP1 agonist	D1 ag	D2 potentiator	D1 PAM
COc1cc2c(cc1OC)C(C(=O)N1CCOCC1)C(c1cccs1)N(C)C2=O (centres undefined)	-14.6	1.0	-1.4%	1.9%	7.4%	0.7%	0.9	-4.1	5.3
O=C(Nc1ccc(Cl)cc1)C1CCCN(C2=NS(=O)(=O)c3ccccc32)C1 (centres undefined)	-6.0	15.6	0.1%	-1.3%	-3.1%	-0.2%	1.5	-6.6	-1.6
O=C(c1ccccc1)c1ccc(OC(=O)N2CCCC2)cc1	-1.6	-12.2	-2.5%	0.1%	-4.3%	0.0%	4.4	-7.2	-8.9
CC(=O)c1cccc(Nc2ncnc3ccc(Br)cc23)c1	1.4	-1.5	-2.8%	-0.1%	-0.2%	7.2%	0.1	17.7	3.0
CC(C)(C#N)Cc1cc(CC(C)(C)C#N)cc(C(C)(C)C)c1	-1.1	7.8	0.6%	-1.1%	-2.3%	-0.2%	8.8	7.9	-2.5
CCCSC1=NC2(CCN(C(=O)NC3CCCCC3)CC2)N=C1c1ccc(C)cc1	-4.5	0.1	0.5%	-1.3%	1.0%	3.2%	1.9	-3.4	-1.7
Cn1c(=O)c2c(nc(SCc3ccc(C(=O)O)cc3)n2C)n(C)c1=O	1.0	0.4	-5.2%	-5.4%	-0.9%	?	2.0	-1.1	1.9
COCCCNC(=O)CN1C(=O)/C(=C/c2ccccc2C)Sc2ccccc21	1.0	6.6	-0.1%	1.5%	-7.3%	3.5%	-0.2	4.6	-9.3
N#Cc1cc2c(=O)n3ccccc3nc2n(-c2nnc(SCc3ccccc3Cl)s2)c1=O	-1.4	4.0	.	.	.	4.3%	10.9	0.2	0.3
CN1CCN(C(=O)C(=O)c2cn(CC(=O)N3CCOCC3)c3ccccc23)CC1	-6.0	.	-2.7%	-2.7%	0.9%	.	.	.	.
CC1(C)CC(=O)c2cc(OCC(=O)N3CCN(c4ccccc4F)CC3)ccc2O1	-0.2	-0.9	-3.2%	0.6%	-1.0%	1.1%	-1.6	-5.0	-4.8
CCCC(=O)NCCSC	2.2	-2.1	-2.9%	0.3%	2.9%	-0.5%	4.1	6.5	-0.6
COc1cccc(CN=CC2=C(O)CC(C)(C)CC2=O)c1OC	-0.5	13.9	-2.3%	-0.8%	-4.6%	0.0%	-3.1	-0.9	-2.5
O=C(O)c1cc(-c2ccco2)nc2ccc(Br)cc12	5.3&2.4&8.3&-4.3	3.9&-2.9	-6.2%&2.0%	-0.2%&-0.1%	-2.4%&3.8%	12.6µM*	2.5&7.2	5.2&15.5	-1.1&-3.6
C#CCOc1ccccc1CNC1CCN(Cc2ccccc2)CC1	-30.7*	1.2	-6.3%	3.0%	-1.1%	6.9%	13.9	-14.2	-5.4
COC(=O)c1c(NC(=O)COC(=O)c2ccc(O)cc2)sc2c1CCCCC2	-3.4	4.6	-0.1%	-4.4%	-24.4%	0.3%	4.6	-0.4	3.7
COc1cc(NC(=O)CNS(=O)(=O)c2cccs2)cc(OC)c1OC	0.0	12.0	0.3%	-1.6%	7.2%	-0.2%	0.8	13.6	-2.5
c1ccc(-c2ccccc2OCCN2CCCC2)cc1	-18.0	-19.2	-2.3%	-10.2%	-18.1%	0.6%	7.4	-21.8	-12.2
N#C/C(=C/c1ccc(N2CCOCC2)o1)C(=O)N1CCOCC1	2.9	-21.0	1.1%	-5.6%	?	-0.4%	51.4*	0.8	-3.4
CCSc1nnc(NC(=O)C(CC)Oc2ccccc2)s1 (centres undefined)	0.5	-0.8	-0.7%	-2.2%	-11.1%	0.3%	26.8	9.1	2.2
COc1cccc(-n2c(C)n[nH]c2=O)c1	-2.6	-1.3	-0.4%	-0.1%	-0.6%	0.5%	2.7	1.0	-1.4
CCCNC(=O)OC[C@H]1O[C@H](CCO/N=C/c2ccc(C(=O)N3[C@H](c4ccc(C)cc4)[C@@H](C)CC[C@H]3C(=O)OC)cc2)C=C[C@@H]1Oc1ccc(OC)cc1	.	-14.1	.	.	.	0.6%	4.1	-4.3	-3.9

(continued)
compound	LDHA block	D1 antag	GRP78 ERSR act	Vif-A3G inh	Vif-A3F inh	RXFP1 agonist	D1 ag	D2 potentiator	D1 PAM
CNc1nc2cccnc2s1	-3.2	4.1	6.6%	-1.1%	-1.6%	3.6%	1.8	-1.5	-6.3
COc1ccc(C2=CSC3=NCCN23)cc1Cl	-1.8	8.0	-4.0%	0.9%	3.7%	1.3%	0.7	-6.6	-10.6
Nn1cc(-c2ccccc2)nc1SCC(=O)NCC(F)(F)F	-3.3	0.8	-1.2%	0.3%	-1.6%	0.4%	2.6	13.6	-1.7
Cc1cccc2cc3c(NC(=O)CC(C)C)nn(C)c3nc12	-3.0	8.7	1.8%	0.1%	-8.5%	-0.1%	-0.6	-1.8	0.1
CC(Cc1c[nH]c2ccccc12)NC(N)=O (centres undefined)	-0.6	5.7	-1.7%	-0.2%	5.8%	-1.2%	2.4	-6.5	-4.6
COc1ccc2c(c1)c1c(c(=O)n(-c3ccc(C)cc3)c(=O)n1CC(=O)c1ccc(Cl)cc1)n2C	-0.6	9.6	5.5%	3.4%	2.2%	-0.6%	2.0	-3.3	-3.0
COc1ccccc1CNC(=O)C(=O)NCC(c1cccs1)S(=O)(=O)c1ccc(F)cc1 (centres undefined)	1.0	.	-1.3%	-0.5%	-0.9%	3.6%	13.9	11.6	-2.4
CCOC(=O)c1cc(-c2ccccc2)sc1NC(=S)Nc1cc(C)ccn1	-3.1	15.2	-3.4%	1.1%	8.91µM*	1.1%	2.0	-3.8	-2.8
Cc1ccccc1C(=O)Nc1nnc(-c2ccncc2)o1	-2.5	-2.4	5.8%	1.1%	2.4%	2.8%	1.0	10.9	-1.8
Cc1cc(C)c(C(=O)NC2CC(C)(C)Cc3c2cnn3-c2cccc(F)c2)[nH]1 (centres undefined)	-5.0	14.2	-4.1%	-11.4%	-3.0%	0.9%	9.0	9.0	-2.1
COc1cc(OC)c(C(=O)Nc2ccccc2-c2ccccc2)cc1OC	-1.3	3.8	-3.3%	2.2%	8.4%	-0.3%	2.5	1.1	-0.1
